Bioassay records (PubChem)
HT1080 IDH1KD tx: toxicity to HT-1080 IDH1 knockdown cells (counter line); AID 686971; Potency, µM (titrated, usually from 46.1 µM), for the others: at the top dose activity, negative = toxicity, actives largely listed as cytotoxic; 360,000 compounds, 2% hits; HT-1080 IDH1 knockdown viability, ATP luminescence, 48 h;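 further: potency means the concentration at half of the fitted maximal effect; 0% = DMSO wells and -100% = cell-free medium wells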
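% activity derives from luminescence (CellTiter-Glo), normalised to DMSO and no-cell wells. HT-1080-IDH1KD cells, 750/well, had 48 h compound exposure at 37 °C.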
HT1080NT lethal: kills 2HG-producing HT-1080-NT fibrosarcoma cells | HT-1080-NT fibrosarcoma viability, CellTiter-Glo ATP luminescence, 48 h | Potency, µM (highest dose often 46.1 µM), inactives show at the top dose activity, negative = less viability, most hits filed as cytotoxic | 360,000 compounds, 1.6% hits;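 further: NT is the 2HG producing partner of a matched IDH1 knockdown line; potency means the concentration at half of the fitted maximal effect; 0% = DMSO-treated cells and -100% = media-only wells without cells; nearly all actives have a fitted effect of over 55% in size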
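Viability of the 2HG-overproducing fibrosarcoma line after 48 hours of compound exposure at 37 degrees C was determined by luminescence with CellTiter-Glo, and concentration-effect curves were then fitted and categorized.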
KB-V1 cytotox: kills drug-selected multidrug resistant KB-V1 cells | KB-V1 MDR cells viability, CellTiter-Glo, 72 h | Potency, µM (highest dose often 46.1 µM), without a hit: at the highest dose activity change, negative = cytotoxicity, most hits filed as cytotoxic | 400,000 compounds, 3.4% hits | AID 1347076; further: potency means the concentration at half of the fitted maximal effect; on the % scale 0 is the no-effect control and ±100 the full control effect; nearly all actives have a fitted effect of over 60% in size
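Drug-selected KB-V1 cells, grown in DMEM lacking phenol red with 10% FBS, receive compound titrations; after three days at 37 degrees C, surviving cell ATP is quantified by CellTiter-Glo luminescence and responses normalized and curve-fitted.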
MCF10A rerep: inducers of DNA re-replication in MCF 10A breast cells. Potency, µM (top dose mostly 46.1 µM), without a hit: at the top dose activity, positive = re-replication, usual class: activators. MCF 10A DNA re-replication, Hoechst nuclear intensity, 48 h. 350,000 compounds, 2.9% hits. AID 624296; further: potency means the concentration at half of the fitted maximal effect; % of control where 0% means no effect; nearly all actives have a fitted effect of over 50% in size
KB-3-1 tox: kills parental KB-3-1 adenocarcinoma cells; Potency, µM (highest dose often 46.1 µM), inactives show top-dose activity change, negative = cytotoxic, hits mostly cytotoxic; KB-3-1 viability, CellTiter-Glo ATP luminescence, 72 h; 400,000 compounds, 1.4% hits; AID 1347075; further: potency means the concentration at half of the fitted maximal effect; on the % scale 0 is the no-effect control and ±100 the full control effect; nearly all actives have a fitted effect of over 60% in size
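KB-3-1 cells, DMEM (no phenol red) + 10% FBS; compound by pin transfer, 72 h, 37 °C. Readout: CellTiter-Glo luminescence after 10 min. Data normalized, curve-fitted.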
SW480 rerep: induces DNA re-replication in SW480 colon adenocarcinoma cells | 340,000 compounds, 1.8% hits | AID 624297 | Potency, µM (doses to about 46.1 µM), inactives show top-dose re-replication activation, most hits filed as activators | SW480 DNA re-replication, Hoechst DNA content imaging, 48 h; further: potency means the concentration at half of the fitted maximal effect; % of control where 0% means no effect; nearly all actives have a fitted effect of over 55% in size
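DNA re-replication was detected as more nuclei of elevated Hoechst intensity after 48 hr exposure to compound (23 nL pinned per well of 250 cells).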
IL1B secr inh: inhibitors of inflammasome signaling (IL-1 beta secretion); THP-1 LPS/ATP IL-1B secretion, AlphaLISA, 16 h; stronger effect = lower value; activity change, % at 57.5 µM; 360,000 compounds, 4.7% hits; AID 743279; in the data active means activity change below about -50%; inconclusive means mostly about -30% to -49%; further: on the % scale 0 is the no-effect control and ±100 the full control effect
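Secreted IL-1B measured by AlphaLISA bead assay after 16 h compound exposure of THP-1 cells; compounds (final up to 57.5 uM) added 1 h before LPS (250 ng/mL) and ATP (1.25 mM) stimulation; lower signal means less secretion.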
ATXN2 expr inh: ATXN2 expression inhibition; HEK-293 ATXN2-luciferase reporter, luminescence, 24 h; Potency, µM (doses to about 57 µM), inactives show top-dose activity change, negative = inhibition, hits mostly inhibitors; 360,000 compounds, 0.72% hits; further: potency means the concentration at half of the fitted maximal effect; on the % scale 0 is the no-effect control and ±100 the full control effect; nearly all actives have a fitted effect of over 55% in size
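ATXN2-luciferase reporter cells (luciferase flanked by upstream and downstream ATXN2 gene portions) were treated 24 h at 37 °C with compounds at up to 57 uM. SteadyGlo luminescence gave expression; GF-AFC fluorescence gave viability.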
S2 tox: viability counter-screen for ATXN expression inhibitors; 400,000 compounds, 0.49% hits; S2 cells (HEK-293 line with an ATXN2-luciferase reporter) viability, CellTiter-Fluor protease fluorescence, 24 h; Potency, µM (series often up to 56.7 µM), most hits filed as cytotoxic; AID 651635; further: potency means the concentration at half of the fitted maximal effect; nearly all actives have a fitted effect of over 40% in size
* = called active by the depositor; i = inactive; ? = inconclusive; . = not tested or not shown; & = joins results of further samples; [ ] = another dose, or the depositor's remark. Unless noted, the call rests on the fitted dose curve; in most records, active means well fitted curve in the direction sought with a large enough effect; inconclusive means small, poorly fitted or top-dose-only effect, or another doubt; inactive means no such curve, though single readings can be large; an effect the other way counts as inactive or inconclusive.

Start of the data: the first two records as a preview:
structure	HT1080 IDH1KD tx	HT1080NT lethal	KB-V1 cytotox	MCF10A rerep	KB-3-1 tox	SW480 rerep	IL1B secr inh	ATXN2 expr inh	S2 tox
COCCNC(=O)c1ccc(C2SCC(=O)N2CCc2ccccc2)cc1 (stereo not given)	3%	1%	-10%	1%	1%	?	48	-19%	i
COc1cc(NC(=O)c2ccc(NS(=O)(=O)c3c(C)noc3C)cc2)cc(OC)c1	?	-14%	17%	-12%	12%	-26%	16	-3%	i

The whole of this part, repeating the preview:
structure	HT1080 IDH1KD tx	HT1080NT lethal	KB-V1 cytotox	MCF10A rerep	KB-3-1 tox	SW480 rerep	IL1B secr inh	ATXN2 expr inh	S2 tox
COCCNC(=O)c1ccc(C2SCC(=O)N2CCc2ccccc2)cc1 (stereo not given)	3%	1%	-10%	1%	1%	?	48	-19%	i
COc1cc(NC(=O)c2ccc(NS(=O)(=O)c3c(C)noc3C)cc2)cc(OC)c1	?	-14%	17%	-12%	12%	-26%	16	-3%	i
CN(CCCNC(=O)CSc1cc(=O)n(C)c2ccc(Cl)cc12)Cc1ccccc1	?	?	-2%	-4%	-6%	3%	-54*	-2%	?
Cc1ccc(OC(=O)NC2CCS(=O)(=O)C2)cc1C (stereo not given)	?	1%	3%	-2%	-2%	-10%	13	5%	i
COc1cc(/C=N/NC(=O)c2cccc(NC(=O)c3ccccc3Cl)c2)ccc1O	-1%	-2%	1%	1%	?	-1%	8	10%	i
Cc1cccc(OC(=O)c2ccc3nccnc3c2)c1	9%	15%	21%	7%	-1%	-4%	10	-2%	i
CN1C=CC=C/C1=C1\SC(=S)N(c2ccccc2)C1=O	-1%	3%	-1%	2%	0%	-4%	-9	7%	i
CCCCSCCCNC(=O)c1cn(CC)c2ccc(S(=O)(=O)N3CCOCC3)cc2c1=O	0%	0%	10%&9%	18%	-1%&10%	-7%	-5	-16%	i
CCNc1nc(NCC)nc(N/N=C/c2cc(OC)c(OC)c(OC)c2)n1	-3%	-11%	4%	-4%	-1%	-22%	0	3%	i
O=C(COC(=O)c1ccc(Cl)c(Cl)c1)Nc1cccnc1Cl	18%	?	5%	3%	13%	-88%[inhibitor]	4	-4%	i
COc1ccc(OCC(=O)NNC(=O)c2cccc(C)c2)cc1	-1%	4%	-5%	-5%	-7%	5%	39	7%	i
COc1ccc(/C=C2\SC(=S)N(CCCC(=O)Nc3ccccc3C(=O)O)C2=O)cc1OC	4%	0%	?	10%	8%	-9%	64	-17%	i
COc1ccc(C2N(C(C)=O)CCN2S(=O)(=O)c2ccc(C)cc2)cc1 (stereo not given)	-3%	-1%	4%	-2%	17%	-11%	0	1%	i
O=C1CCCc2c1cc(C(=O)NCCCN1CCOCC1)c(=O)n2-c1ccc(Cl)cc1	-4%	-3%	6%	2%	-16%	-4%	2	-1%	i
NCCCC[C@@H]1NC(=O)[C@H](CCC(=O)O)NC(=O)c2cc([N+](=O)[O-])cc(I)c2NCC[C@@H](C(N)=O)NC1=O	2%	16%	10%	7%	0%	10%	16	3%	i
COc1ccc(NC(=O)CSc2nnc3ccc(-c4ccccn4)nn23)cc1OC	1%	5%	0%	6%	-3%	-4%	4	11%	i
NC1=NC[C@H](Cc2ccccc2)N1CC1CCCCC1	0%	-6%	?	6%	-11%	4%	-13	-8%	i
O=C(CCc1ccc(S(=O)(=O)NCc2ccccc2)cc1)NCc1cccnc1	-1%	10%	-10%	8%	-17%	-2%	8	-1%	i
Clc1ccc(SCCCCn2ccnc2)cc1	-1%	-20%	-2%	10µM*	-9%	4%	-2	-12%	i
Cc1ccc(S(=O)(=O)NCc2c(Cl)cccc2Oc2ccccc2)cc1	?	?	-21%	?	-7%	-1%	-8	-18%	i
O=C(Cn1nnc(-c2ccccc2-n2cnnn2)n1)c1ccccc1	9%	0%	-25%	18µM*	-2%	-20%	2	11%	i
Cc1nc2ccccc2c2oc(C(=O)N3CCN(C(=O)c4ccco4)CC3)cc12	-2%	-10%	?	15%	16%	-3%	-14	-16%	i
Cc1nn2c(-c3ccccc3)c(-c3ccccc3)nc2[nH]c1=O	-2%[9.24 µM]	-2%	-14%	9%	-2%	-1%	0	3%	.
c1ccc(CN2CCC3(CC2)Nc2ccccc2S3)cc1	-1%	-1%	-10%	9%	-3%	-3%	0	-13%	i
COc1ccc(Cc2nnc(NC(=O)CSc3ccccc3)s2)cc1OC	-30%	-21%	?	-5%	2%	-5%	7	-8%	i
Cc1csc(Nc2ccc(Cl)cc2)n1	-15%	4%	-18%	-1%	-16%	0%	-17	40%[activator]	i
COC(=O)c1ccccc1NC(=O)NCCc1ccccc1OC	-1%	-2%	-20%	4%	15%	-1%	39	64%[activator]	i
COC(=O)c1cc(CN2CCN(c3ccccc3)CC2)ccc1O	13%	7%	5%	2%	0%	3%	31	.	.
CCCCN1C(=O)c2ccc(C(=O)Nc3ccccc3N3CCOCC3)cc2C1=O	18%	3%	-8%	6%	-4%	-3%	9	1%	i
N=c1c(C(=O)NC2CCCCC2)cc2c(=O)n3ccccc3nc2n1Cc1cccnc1	-1%	0%	-9%	?	9%	15µM*	23	-19%	.
COc1ccc(C(=O)NC2CCN(C(=S)Nc3ccc(C)cc3)CC2)cc1	-16%	0%	22%	?	-3%	1%	-14	9%	i
C=CCOC(=O)C1=C[C@@H](c2ccc3c(c2)OCO3)C[C@@H](OCCCCO)O1	4%	5%	-7%	3%	-12%	-2%	-9	?	i
CCOC(=O)C1CCN(c2c(Nc3ccc4c(c3)OCCO4)c(=O)c2=O)CC1	0%	1%	3%	5%	-12%	2%	-20	-4%	i
CN1CCN(C(=O)C2=C[C@H](C3CCCCC3)C[C@H](OCc3ccc(CO)cc3)O2)CC1	-3%	0%	-15%	30%	2%	35%	-10	-4%	i
O=c1cc(CN2CCOCC2)c2ccc(O)c(O)c2o1	-22%	-11%	-33%	6%	-1%	?	48	.	i
CCOc1ccc(S(=O)(=O)NCCC(=O)NCCOc2ccccc2OC)cc1	?	-12%	?	?	?	?	-4	17%	i
CCCSc1nnc(CSc2nc3nc(C)cc(C)n3n2)o1	23%	0%	?	?	-17%	-2%	35	-14%	?
CCOc1ccc(C(=O)COC(=O)CNC(=O)C2CCCCC2)cc1	8%	-1%	?	-6%	?	-1%	11	.	i
COc1ccc(NC(C)=O)c([N+](=O)[O-])c1[N+](=O)[O-]	-9%	-8%	-9%	?	-7%	?	-69*	-2%	i
S=c1[nH]ccn1-c1cccc(Cl)c1Cl	0%	0%	21%	1%	0%	-5%	-6	.	i
NC(=O)c1ccccc1OCc1cccc2ccccc12	?	-2%	11%	5%	?	0%	?	2%	i
COc1c(C)cc(C(O)c2ncc(-c3ccccc3)[nH]2)cc1C (stereo not given)	?	-16%	-2%	.	0%	.	-60*	-6%	i
O=C(O)c1ccccc1-c1ccccc1C(=O)Nc1cccc(Br)c1	-8%	-10%	5%	-3%	5%	?	14	-7%	i
O=S(=O)(c1ccc(Cl)nc1)N1CCOCC1	5%	7%	?	2%	16%	?	-24	3%	i
CCOc1ccccc1N1CCN(C(=O)c2c(Cl)cnn2C)CC1	10%	-2%	?	3%	13%	2%	0	11%	i
Cc1ccc([C@@H]2C3COCC=C3C(C#N)=C(N)C2(C#N)C#N)o1 (stereo not given in full)	-3%	1%	14%	7%	5%	23%	36	4%	i
O=c1cc(CSCc2ccc(Cl)cc2)[nH]c(=O)[nH]1	13%	23%	15%	-3%	2%	-3%	-3	3%	i
CN(C)Cc1ccc(CNC(=O)c2ccc(Cl)c(S(=O)(=O)NC3CC3)c2)cc1	23%	3%	-6%	15%	3%	-6%	9	10%	?
Cc1cc(C(=O)Nn2c(C)nc3ccccc3c2=O)ccc1[N+](=O)[O-]	12%	-2%	2%	14%	15%	-13%	5	5%	i
CCCOc1cccc(NC(=O)OC2CCN(C)CC2)c1	7%	-2%	-25%	?	-4%	?	-5	-14%	?
Cc1cccc(N2CC(C(=O)OCC(=O)Nc3sccc3C(N)=O)CC2=O)c1C (stereo not given)	0%	0%	2%	0%	2%	-2%	27	3%	i
Cc1cccnc1NC(=O)c1ccc(COc2ccccc2)o1	5%	11%	5%	-49%[inhibitor]	22%	-10%	-11	8%	i
CCCn1c(N)c(C(=O)CSc2nc3ccccc3n2CCC#N)c(=O)n(C)c1=O	-4%	-5%	21%	-4%	4%	6%	45	3%	i
Cc1ccc(C(=O)c2cc3c(cc2N)OCCO3)cc1	-5%	-9%	-16%	4%	-8%	1%	-8	9%	i
COC(CNC(=O)C1CC(=O)N(CCc2ccc(C)cc2)C1)OC (stereo not given)	1%	3%	19%	-6%	4%	-6%	18	.	?
CCNC(=S)N1CCC(C(=O)c2ccc3c(c2)OCCO3)CC1	7%	-6%	0%	-4%	1%	-19%	4	-15%	?

The results go on.
structure	HT1080 IDH1KD tx	HT1080NT lethal	KB-V1 cytotox	MCF10A rerep	KB-3-1 tox	SW480 rerep	IL1B secr inh	ATXN2 expr inh	S2 tox
O=S(=O)(Nc1cccc(-c2nnco2)c1)c1ccc(Cl)cc1	-3%	-16%	-21%	-1%	-5%	-5%	0	.	i
Cc1ccc(NS(=O)(=O)c2ccc(C(=O)NCC(c3ccco3)N(C)C)cc2)cc1 (stereo not given)	?	-21%	10%	6%	7%	1%	55	-19%	i
CC(C)(C)[C@H]1C=C(C(=O)NC2CC2)O[C@@H](OCCCCO)C1	5%	1%	10%	1%	18%	2%	9	3%	i
O=C(N/N=C/c1cnc2ccccc2n1)c1cccc(F)c1	-3%	0%	?	0%	?	?	-3	18%	i
COc1ccc(NS(=O)(=O)c2ccc(C(=O)Nc3c(C)n(C)n(-c4ccccc4)c3=O)cc2)cc1	-38%	-12%	0%	?	0%	6.5µM*	-17	?	i

Compounds as they come. Share with any hit: about 11%.
